# VHR inh abs: VHR1 phosphatase inhibitors, primary screen, biochemical, absorbance, uHTS; recombinant VHR phosphatase, pNPP absorbance; inhibition, % at 13.3 µM; 290,000 compounds, 0.52% hits; AID 1654, 2009; in the data active = inhibition above about 50%; also: some compounds called inactive have numbers as strong as hits
# Target sequence (P51452 whole entry, looked up): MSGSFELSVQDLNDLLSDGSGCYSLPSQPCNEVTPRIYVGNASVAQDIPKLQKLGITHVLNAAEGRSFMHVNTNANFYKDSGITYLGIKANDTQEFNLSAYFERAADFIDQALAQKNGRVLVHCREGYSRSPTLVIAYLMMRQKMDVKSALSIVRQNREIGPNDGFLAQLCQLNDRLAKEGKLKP
# Rv3671c inh: Rv3671c serine protease inhibitors, primary screen, biochemical, fluorescence polarization, M. tuberculosis H37Rv; inhibition, % at 5.96 µM; 320,000 compounds, 0.048% hits; AID 2606, 2010; in the data active = inhibition above about 38%;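 also: extracellular domain of Rv3671c used as enzyme; 0% = enzyme with DMSO and 100% = no enzyme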
# Target sequence (P9WHR9 whole entry, looked up, the tested form may be a part): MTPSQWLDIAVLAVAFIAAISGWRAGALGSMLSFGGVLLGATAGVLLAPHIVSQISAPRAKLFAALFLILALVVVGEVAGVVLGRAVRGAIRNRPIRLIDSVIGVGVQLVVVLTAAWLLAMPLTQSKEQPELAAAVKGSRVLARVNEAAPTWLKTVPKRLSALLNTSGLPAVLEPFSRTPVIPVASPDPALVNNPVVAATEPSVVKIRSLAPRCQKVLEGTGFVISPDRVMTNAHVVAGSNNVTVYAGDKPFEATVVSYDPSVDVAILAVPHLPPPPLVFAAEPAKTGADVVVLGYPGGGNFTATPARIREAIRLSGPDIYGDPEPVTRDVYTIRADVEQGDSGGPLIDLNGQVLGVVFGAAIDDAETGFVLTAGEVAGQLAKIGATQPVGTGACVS
# BH1578 lux ind: inducers of Vibrio cholerae quorum light production without autoinducers, primary screen, BH1578 luxS cqsA deficient, single point; AID 588436, 2011; V. cholerae BH1578 lux reporter, luminescence, 6 h; 350,000 compounds, 0.16% hits; activation, % at 18.7 µM; in the data active = activation mostly above about 9.7%, no sharp cut-off; also: not every result past the cut was called active; inactives centre near 0; reference of the scale not given here
# PriA SSB inh: inhibitors of Klebsiella pneumoniae PriA binding to SSB C-terminal tail, primary screen, biochemical, AlphaScreen | AlphaScreen SSBct-PriA binding, biotinylated peptide | inhibition, % at 33 µM | 430,000 compounds, 0.6% hits | PriA–SSB C-terminal tail interaction (Klebsiella pneumoniae); in the data active = inhibition mostly above about 37%, no sharp cut-off; inactive = mostly below about 20%;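 also: plate controls were negative control peptide for no effect and reference peptide for full effect; strong numbers were not always called active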
# Yp Topo-I inh: Yersinia pestis topoisomerase I inhibitors, primary screen, biochemical, cleavage product accumulation, plate reader, single point | AID 504884, 2011 | DNA topoisomerase I (Yersinia pestis CO92) | Y. pestis Topo-I cleavage product accumulation | 360,000 compounds, 0.064% hits | activity, % at 10 µM; in the data active = activity above about 50%, passing the limit was not always enough; also: inactives centre near 2
# PrPC TRFRET: inhibitors of human cell surface prion protein PrPC, primary screen, cell-based, TR-FRET; Major prion protein (Homo sapiens), P04156; TR-FRET read-out; inhibition, % at 13.8 µM; 370,000 compounds, 0.43% hits; in the data active = inhibition above about 24%; also: 0% = median of the test wells and 100% = reference compound wells
# TcdB GH inh: TcdB glycohydrolase inhibitors, primary screen, biochemical, single point, plate reader; Toxin B (Clostridioides difficile), P18177; TcdB glycohydrolase enzymatic assay; inhibition, % at 9.99 µM; 350,000 compounds, 0.24% hits; in the data active = inhibition above about 10%
# MazEF act: activators of E. coli MazEF toxin-antitoxin RNase, primary screen, biochemical, fluorescence, uHTS. Endoribonuclease toxin MazF (Escherichia coli (strain K12)), P0AE70. FAM/BHQ RNA-DNA oligo cleavage fluorescence, 5 h. activation, % at 20 µM. AID 504720, 2011. 350,000 compounds, 0.32% hits; in the data active = activation above about 50%
# Target sequence (P0AE70 whole entry, looked up): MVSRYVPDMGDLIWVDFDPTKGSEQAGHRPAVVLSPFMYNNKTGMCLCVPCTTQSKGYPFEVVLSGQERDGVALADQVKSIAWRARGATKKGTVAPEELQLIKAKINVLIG
# CCHF vOTU inh: CCHFV vOTU protease inhibitors, primary screen, biochemical, Pep-AMC substrate, fluorescence; Crimean-Congo hemorrhagic fever virus L polyprotein viral ovarian tumor (vOTU) protease …; inhibition, % at 11.5 µM; 370,000 compounds, 0.55% hits; AID 651958, 2012; in the data active = inhibition above about 30%; also: 0% = vehicle wells with enzyme and 100% = no enzyme wells
# 3CLpro inhibitor: SARS-CoV 3CLpro protease inhibitors, primary screen, biochemical, quenched FRET. recombinant SARS-CoV 3CLpro, quenched FRET peptide cleavage. inhibition, % at 6 µM. 290,000 compounds, 0.14% hits; in the data active = inhibition above about 12%
# Numbers without * were called inactive; i = inactive; / = not tested or not shown; & = joins results of further samples. These rows are one share of the data; count on the stated rates, not on these rows.
SMILES,VHR inh abs,Rv3671c inh,BH1578 lux ind,PriA SSB inh,Yp Topo-I inh,PrPC TRFRET,TcdB GH inh,MazEF act,CCHF vOTU inh,3CLpro inhibitor
Cc1ccccc1-n1c(=O)n(Cc2ccc(C(=O)O)cc2)c(=O)c2[nH]cnc21,27,-3,i,0,4,1,0.5,3,-4,1
CC(C)(C)n1ncc2c(=O)n(CC(=O)N3CCCCCC3)cnc21,-9,4,i,3&-14,-10,1,/,6,15,4
O=C(O)CC(CC(=O)Nc1ccc(-n2ccc(C(F)(F)F)n2)cc1)c1ccccc1 (configuration not stated),17,-4,i,-8,-7,6,-1.1,-1,1,-2
CC(=O)CSc1nc2c(c(=O)[nH]c(=O)n2C)n1CCCc1ccccc1,10,-6,-0.7,-4,3,6,1.1,8,-13,4
Cc1cc(/C=C2\SC(=Nc3ccccc3)NC2=O)c(C)n1-c1ccc(S(N)(=O)=O)cc1,21,-57,3.0,14,3,-1,/,3,5,2
Cc1ccc(NS(=O)(=O)c2ccc(N/N=C/c3ccncc3)c([N+](=O)[O-])c2)c(C)c1,16,-7,-0.4,/,-1,-4,/,4,0,2
Oc1c(CN2CCOCC2)cc(-c2ccccc2)cc1CN1CCOCC1,-2,-2,i,1,19,-4,/,-2,3,-5
Cc1ccc(S(=O)(=O)N2CCN(S(=O)(=O)c3ccc(C)cc3)C3OCCOC32)cc1 (configuration not stated),12,10,i,-2,2,-5,/,0,2,2
N#CNC(=Nc1ccccc1)SCc1ccc(C(=O)O)cc1,16,3,-0.6,-12,9,-2,0.5,-2,-2,-1
COC(=O)CSc1nnc(CNC(=O)c2cc(OC)cc(OC)c2)n1-c1ccc(F)cc1,13,-3,2.4,-3,-11,1,0.5,6,8,-1
Cc1cc2nc(-c3ccc(SCC(=O)N4CCOCC4)nc3)[nH]c2cc1C,32,-10,i,-14,1,-4,/,-6,-30,-2
COC(=O)CCCCCN1C(=O)NC(C2CC2)C(C(=O)OCc2ccccc2)=C1C (configuration not stated),/,3,i,-15,-1,9,1.8,-4,1,/
Cc1nc(-c2ccc(F)cc2)c(CC(=O)N(C)CC(=O)Nc2ccc(F)cc2)s1,/,5,0.6,-1,1,4,0.4,1,-11,/
CCOC(=O)[C@H]1[C@H]2COc3ccc(C)cc3[C@@H]2N2C(=O)c3cc(F)c(F)cc3NC(=O)[C@@]12C,/,3,5.0,-7,16,1,1.2,10,6,/
CCCN1CCC(NC(=O)Nc2ccc(F)cc2F)CC1,14,1,/,-12,-10,6,/,1,-3,-6
Cc1cc2c(sc3c(C)ccc(C)c32)c(C)n1,36,-3,-0.9,-11,12,6,-0.1,10,-6,6
COc1ccc(NC(=O)c2ccc(-c3ccccc3Cl)o2)cc1,-7,-42,i,0,21,11,-3.1,7,14,-5
CC1(C)CC(=O)C2=C(C1)OC(/N=C/N1CCCC1)=C(C#N)C2c1ccccc1 (configuration not stated),8,1,-0.4,/,-4,5,0.3,-5,15,4
CSC1=N/C(=C\c2ccccc2Cl)C(=O)N1N(C)C,-12,-2,0.9,1,-3,-1,0.9,9,1,5
CCc1nc2c(OCc3ccc(F)c(F)c3)cccn2c1N(C)C(=O)c1ccco1,/,/,i,/,9,5,-0.5,/,-6,/
COc1ccc(-c2noc(CN(C)Cc3ccccc3)n2)c(OC)c1OC,25,/,i,2,14,-5,1.4,-9,-5,3
O=C(CSc1ccc(F)cc1)NCC1(N2CCOCC2)CCCCC1,/,-3,i,0,-5,1,0.4,-4,-9,/
COc1ccc(OC)c(C(C)NC(=S)NC2CCCCC2)c1 (configuration not stated),11,/,-0.1,10,7,1,1.1,-4,19,-9
Cc1ccc(C2CC(C(F)(F)F)n3nc(C(=O)NCc4c(C)nn(C)c4C)c(Cl)c3N2)cc1 (configuration not stated),30,7,-4.0,6,29,17,/,4,-3,-4
Cn1cccc1C1CCCN1CC(=O)Nc1c(Cl)cc(Cl)cc1Cl (configuration not stated),/,0,i,-5,23,-7,0.6,-4,-4,/
CCOC(=O)C1(Cc2ccccc2C)CCCN(C(=O)CSC)C1 (configuration not stated),/,-3,-0.3,1,1,8,-0.3,6,-10,-2
CC(C)(C)c1ccc(OCCn2nc(C(=O)O)c3ccccc3c2=O)cc1,18,-13,-0.2,-9,72*,6,-1.1,-6,16,4
Cc1ccc(C2C(C(=O)c3sc(-c4ccccc4)nc3C)=C(O)C(=O)N2CCN(C)C)o1 (configuration not stated),/,/,-0.7,-18&-7,3,-30,/,21,11,0
Cc1cccc(NC(=O)c2c(F)c(F)c(F)c(F)c2F)c1,11,-8,i,-17,-2,1,/,-1,5,1
O=C(CSc1nc2ccccc2s1)NCCOc1ccccc1,42,-2,-1.5,-9,14,6,-6.5,-5,2,4
Cc1ccc(S(=O)(=O)N(C)Cc2cc3ccccc3[nH]c2=O)cc1,-10,2,i,-5,-3,4,/,2,-6,-1
OC(CN1CCN(c2ccccc2Cl)CC1)c1ccccc1 (configuration not stated),21,-1,-0.2,-2,-5,-9,-0.7,-2,21,-4
COc1ccc(CCNS(=O)(=O)CCNC(=O)c2ccc(OC)cc2)cc1,/,4,i,-12,10,-7,-0.8,1,1,/
CS(=O)(=O)N1N=C(c2ccco2)CC1c1ccccc1Cl (configuration not stated),9,1,-0.1,-6,0,-3,0.8,-2,11,-1
CC1CN(C2CCCCC2)C(=O)NC1=O (configuration not stated),/,/,-7.1,-3,1,0,0.6,3,-3,/
CC(C)CNC(=S)N1CCC(NC(=O)c2ccco2)CC1,4,-2,-0.3,5,2,-3,1.1,0,3,-3
CCOc1cc(C#N)c(NC(=O)c2ccco2)cc1OCC,0,7,-0.2,0,8,3,/,6,-3,-1
O=C(NCc1ccc(Cl)cc1)c1ccc(Cn2cc(C(F)(F)F)ccc2=O)cc1,33,2,-3.1,-25,6,-1,/,0,2,-4
Fc1ccc(-n2ncc3c(SCc4cccnc4)ncnc32)cc1,30,-6,2.0,-9&-12,0,-3,-1.4,8,-6,2
COc1ccc(NC(=S)Nc2cccc(C(C)=O)c2)cc1OC,5,7,-0.4,21,1,-2,-3.1,3,-2,-4

# The last 4 records of the section above are carried over, then new ones follow.
SMILES,VHR inh abs,Rv3671c inh,BH1578 lux ind,PriA SSB inh,Yp Topo-I inh,PrPC TRFRET,TcdB GH inh,MazEF act,CCHF vOTU inh,3CLpro inhibitor
CCOc1cc(C#N)c(NC(=O)c2ccco2)cc1OCC,0,7,-0.2,0,8,3,/,6,-3,-1
O=C(NCc1ccc(Cl)cc1)c1ccc(Cn2cc(C(F)(F)F)ccc2=O)cc1,33,2,-3.1,-25,6,-1,/,0,2,-4
Fc1ccc(-n2ncc3c(SCc4cccnc4)ncnc32)cc1,30,-6,2.0,-9&-12,0,-3,-1.4,8,-6,2
COc1ccc(NC(=S)Nc2cccc(C(C)=O)c2)cc1OC,5,7,-0.4,21,1,-2,-3.1,3,-2,-4
Cc1cccc(-c2noc(CNC(=O)c3ccco3)n2)c1,28,-7,-4.8,2,8,-3,0.3,7,-6,-9
CC(C)(C)C(=O)NC(=S)Nc1ccccc1C(=O)NC1CCCCC1,35,7,-3.6,-5,2,0,1.8,-3,-2,-1
COC(=O)C1=C(CS(=O)(=O)c2cc(OC)ccc2OC)NC(=O)NC1c1ccc(O)c(OC)c1 (configuration not stated),13,7,-0.2,0,3,6,0.6,6,14,1
O=C(CSc1n[nH]c(-c2ccccc2Br)n1)NCCN1C(=O)CSC1=O,-22,10,i,-5,1,7,/,9,-10,-3
Cc1ccc(CN2CCSc3ccc(C(=O)NCc4ccco4)cc32)cc1,36,13,1.1,3,-4,12,1.4,-3,-26,1
COc1cc(SC)ccc1C(=O)N1CCN(c2ccccc2OC)CC1,36,4,i,1,12,14,0.3,2,1,-3
COc1cc(Cl)c(CC(=O)c2c[nH]c3ccccc23)cc1OC,32,-11,-0.4,-18,8,7,-1.9,-10,-8,-2
COCCn1c(SCC(=O)NCC2CCCO2)nc2c([nH]c3ccccc32)c1=O (configuration not stated),5,-6,i,-8&-10,0,1,1.1,2,-2,-5
O=C(CSc1nc2ccccc2o1)Nc1nc2ccccc2s1,24,-13,-0.4,1,2,4,/,-3,4,0
CC1CCN(C(=O)CSc2nncn2-c2ccccn2)CC1,17,-5,/,2,-4,3,/,-1,0,0
CC(C)(C)OC(=O)C[C@@H]1C/C=C\C[C@H](CC(=O)NCCO)C(=O)N[C@H](Cc2ccccc2)COC1=O,/,1,-0.8,-9,3,-4,0.9,7,-8,/
O=C(Oc1cccc(-n2cnnn2)c1)C1CCCCC1,4,4,/,-6,-10,4,/,7,1,3
CCCn1c(N)c(C(=O)CSc2nc(C3CC3)n(-c3ccccc3)n2)c(=O)[nH]c1=O,/,-9,-0.2,-9,4,-2,1.2,-12,7,/
O=C(Nc1nnc([C@H]2C[C@H](O)[C@@H](CO)O2)s1)c1ccccc1F,/,/,i,/,-9,1,0.3,/,-9,/
CCN(c1ccccc1C(=O)O)S(=O)(=O)c1ccc2[nH]c(=O)[nH]c2c1,5,/,-0.6,-9,4,-1,1.0,3,9,-5
C#CCOCCOCCOCCNc1nc(N2CCN(C(=O)[C@H](CCC(=O)O)n3cc([C@@H](N)CC(N)=O)nn3)CC2)nc(N2CCN(C(=O)[C@H](CCC(=O)O)n3cc([C@@H](N)CC(N)=O)nn3)CC2)n1,/,-4,-0.5,-4,-1,1,1.6,-6,-5,/
COc1ccc(NC(=O)CSc2nc(C)cs2)cc1OC,19,4,-0.5,-14,1,10,/,6,0,2
O=C(NCc1nnc(SCC(=O)N2CCCc3ccccc32)n1-c1ccccc1)c1cccc2ccccc12,-1,4,-0.4,-2&0,27,-2,/,0,-3,1
COc1ccc(Br)cc1S(=O)(=O)Nc1cccc(C)n1,19,3,-0.7,-25,-3,3,0.0,7,4,-3
O=C(COC(=O)CC1CC2CCC1C2)Nc1ccc(F)cc1Cl (configuration not stated),/,-1,-0.4,-22,23,2,2.1,-1,2,/
COc1ccc(Cl)cc1C(=O)Nc1ccc(OCC(=O)N2CCOCC2)cc1,7,/,-0.8,-13,7,8,0.6,-14,1,-2
CN(Cc1c(C(=O)N/N=C/c2ccc(F)cc2)nnn1-c1nonc1N)C1CCCCC1,24,-6,-0.9,/,0,0,-2.1,3,-14,6
CCOc1cc(S(=O)(=O)n2c(C)nc3ccccc32)ccc1F,3,0,-0.4,6,-3,59*,/,0,5,6
S=C(NCCCn1ccnc1)Nc1cccc(Cl)c1,11,-7,-0.3,4,5,2,/,1,1,-5
C#CCN1C=CC(=O)[C@@H](OC(=O)NCCC)[C@H]1c1ccccc1Br,/,/,i,-8,2,0,-2.3,6,17,/
O=C(N/N=C/c1ccc2c(c1)OCO2)c1ccc(Cl)cc1Cl,20,5,-0.3,/,7,-4,1.0,8,7,5
CCc1c(C)nc2c(C)cccc2c1SCCC#N,-9,-11,i,-7,6,5,0.9,-5,33*,-5
COc1ccc2c(c1)c(=O)oc1c(C)c(OCC(=O)N3CCc4ccccc4C3)ccc12,0,-7,-0.7,8,2,1,/,-42,-1,4
C/C(CC(=O)Nc1ccc2c(c1)OCCO2)=N\NC(=O)COc1ccc(C)cc1Br,1,5,1.4,/,-7,2,0.9,12,4,-1

# Bioassay records (PubChem)
